NPY2 pot ag: potentiates or activates human NPY-Y2 receptor. P49146. cells expressing NPY-Y2, potentiator/agonist read-out. activation, % at 3.6 µM. 220,000 compounds, 0.45% hits. AID 1359; in the data active = activation above about 27%;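 note: cells stimulated with NPY near EC25 plus isoproterenol at EC100; 0% = vehicle plus submaximal agonist and 100% = vehicle plus saturating agonist; some results beyond the cut were filed as inactive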
Target sequence (P49146 whole entry, looked up): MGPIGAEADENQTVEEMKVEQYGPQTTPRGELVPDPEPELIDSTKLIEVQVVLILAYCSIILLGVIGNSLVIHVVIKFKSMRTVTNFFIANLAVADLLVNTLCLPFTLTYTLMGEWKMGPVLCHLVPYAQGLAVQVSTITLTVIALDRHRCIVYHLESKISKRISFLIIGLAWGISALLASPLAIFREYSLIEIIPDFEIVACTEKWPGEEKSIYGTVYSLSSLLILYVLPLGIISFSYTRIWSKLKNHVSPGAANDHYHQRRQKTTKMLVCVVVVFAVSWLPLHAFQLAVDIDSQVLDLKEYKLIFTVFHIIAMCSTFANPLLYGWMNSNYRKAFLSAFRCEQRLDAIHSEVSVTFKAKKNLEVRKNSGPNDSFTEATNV
CHOP inhibitor: blocks CHOP induction under ER stress; CHO-K1 CHOP-promoter luciferase, tunicamycin-induced, 15-18 h; inhibition, % at 10 µM; 220,000 compounds, 3.8% hits; AID 2732;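 active = compounds that reduced the stress-induced luciferase reporter signal by more than about 70% of percent inhibition, limit read from the data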;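 note: 0% = tunicamycin plus vehicle and 100% = wells without tunicamycin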
NPY-Y1 PAM-ag: potentiates or activates human NPY-Y1 receptor; P25929; NPY-Y1 expressing cells, potentiator/agonist activation; activation, % at 3.6 µM; 220,000 compounds, 0.37% hits; AID 1304; in the data active = activation above about 33%, passing the limit was not always enough;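 note: cells stimulated with NPY at EC10 then isoproterenol at EC100; 0% = low agonist plus stimulus and 100% = saturating agonist plus stimulus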
S1P4 agonist: agonists of human S1P4 receptor; O95977; S1P4-expressing cell line, agonist reporter assay; activation, % at 4.98 µM; 220,000 compounds, 0.35% hits; AID 1509; in the data active = activation above about 11%;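 note: 0% = DMSO vehicle and 100% = reference agonist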
Target sequence (O95977 whole entry, looked up): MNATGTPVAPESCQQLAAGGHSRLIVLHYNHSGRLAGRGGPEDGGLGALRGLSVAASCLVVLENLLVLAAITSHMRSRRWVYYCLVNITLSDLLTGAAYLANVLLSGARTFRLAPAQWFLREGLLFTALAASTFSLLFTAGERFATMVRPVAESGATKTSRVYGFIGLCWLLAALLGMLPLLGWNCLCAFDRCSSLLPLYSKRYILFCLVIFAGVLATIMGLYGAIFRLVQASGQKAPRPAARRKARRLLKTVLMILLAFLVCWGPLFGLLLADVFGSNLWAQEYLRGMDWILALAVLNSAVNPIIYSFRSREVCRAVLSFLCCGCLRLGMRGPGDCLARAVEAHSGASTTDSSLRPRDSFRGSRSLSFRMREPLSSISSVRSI
Ba/F3 V617F tox: lowers viability of Ba/F3 cells expressing EpoR and JAK2V617F. ATP luminescence. inhibition, % at 5.6 µM. 220,000 compounds, 1.1% hits;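 active = inhibition above the campaign mean plus 3 SD over all tested compounds, cut at about 24% in these data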;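 note: cytokine-independent growth of Ba/F3 cells driven by EpoR plus mutant JAK2; 0% = DMSO-treated cells and 100% = JAK inhibitor I control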
NPY Y1 blocker: blocks the human neuropeptide Y Y1 receptor | HEK293-CNG Y1 cells, membrane potential fluorescence; NPY at EC95, then isoproterenol | inhibition, % at 3.6 µM | 200,000 compounds, 1% hits | AID 1040;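 active = inhibition above the campaign mean inhibition of all tested compounds plus 3 SD, cut at about 20% in these data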;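 note: 0% = DMSO wells given NPY plus isoproterenol and 100% = isoproterenol alone without NPY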
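material = HEK293 cells with Y1 receptor plus CNG channel | also added = NPY 25 nM then isoproterenol 1 µM plus Ro 20-1724 25 µM | schedule = dye 3 h, compound 60 min room temperature, stimulation 45 min | measured by = membrane potential fluorescence | benchmarks = high control isoproterenol alone, low control NPY with isoproterenol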
NCF1 inh: blocks human p47phox regulatory protein of NADPH oxidases. P14598. p47phox/p22phox peptide binding, fluorescence polarization, 2 h. inhibition, % at 24.7 µM. 220,000 compounds, 0.53% hits. AID 1274;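 active = inhibition above about 30%, limit read from the data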;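 note: 0% = p47phox with labelled peptide and 100% = labelled peptide alone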
S1P4 antagonist: antagonists of human S1P4 receptor; O95977; S1P4-expressing cells, antagonist mode, reporter read-out; inhibition, % at 4.98 µM; 220,000 compounds, 0.26% hits; in the data active = inhibition above about 29%;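 note: 0% = wells stimulated with agonist and 100% = vehicle wells without agonist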
BaF3 parental: counter-screen for JAK2V617F inhibitors: parental Ba/F3 viability inhibitors | CellTiter-Glo ATP luminescence | inhibition, % at 5.6 µM | 220,000 compounds, 1.1% hits | AID 1486;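 active = inhibition above a per-campaign cutoff, the mean inhibition of all tested compounds plus 3 SD, cut at about 27% in these data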;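 note: 0% = DMSO wells and 100% = JAK Inhibitor I control wells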
An asterisk follows results filed as active; x = not tested or not shown.

#1 CC(C)n1c(N2CCN(C(=O)c3cccs3)CC2)nc2ccccc21
#2 O=C(NCC1CCCO1)C(c1cccs1)N(Cc1cccs1)C(=O)c1ccc(-c2ccccc2)[nH]1 (stereo not given)
#3 O=C(CN1CCN(c2ccccn2)CC1)Nc1ccc(F)cc1
#4 Cc1cccc(NC(=O)c2ccc(CN3CCc4ccccc4C3)cc2)c1C
#5 CCc1nc2oc3ccccc3c(=O)c2c(=O)n1-c1ccccc1
#6 CCOC(=O)c1cccc(NC(=O)C2CCCN2S(=O)(=O)c2cccc3cccnc23)c1 (stereo not given)
#7 COc1ccc(C(C(=O)NC2CCCCC2)N(C(=O)CCl)c2cccc(Cl)c2)cc1 (stereo not given)
#8 O=c1c2ccccc2nnn1Cc1ccccn1
#9 CC1CCN(S(=O)(=O)c2ccc(C(=O)NCc3cccnc3)cc2)CC1
#10 Nc1ccccc1C(=O)N(Cc1ccccc1)Cc1ccccc1

assay / compound,1,2,3,4,5,6,7,8,9,10
NCF1 inh,-1,-38,-3,-8,-14,2,5,-5,7,2
NPY2 pot ag,1,1,5,-7,-3,10,8,15,-1,0
CHOP inhibitor,-8,20,35,3,-3,48,106*,20,9,40
Ba/F3 V617F tox,3,-2,4,2,5,-5,-3,-6,0,-3
NPY-Y1 PAM-ag,13,28,-32,-6,-12,-5,27,-6,3,24
S1P4 agonist,-0.2,-1.3,1.7,-2.3,0.4,1.5,2.8,1.7,-0.2,-2.7
S1P4 antagonist,3,4,-8,-4,-2,-11,-16,-6,-8,4
NPY Y1 blocker,1,-2,2,1,-2,2,3,-1,-2,6
BaF3 parental,7,4,5,4,8,0,7,-3,-1,1

#11 CC(=O)n1cc([C@@H]2C=C(C(=O)Nc3ccccc3)O[C@H](OCc3ccc(CO)cc3)C2)c2ccccc21
#12 Cc1n(CC(=O)c2ccc(F)cc2)c2ccccc2[n+]1C
#13 CN(c1ccc(C(=O)O)cc1)S(=O)(=O)c1ccc(Cl)cc1
#14 CC(=O)OCP(C)(=O)COC(C)=O
#15 COC(=O)C(Cc1c[nH]c2ccccc12)NC(=O)C(C)C (stereo not given)
#16 CCOC(=O)COc1cc(-n2c(=S)[nH]c3cc(OC)c(OC)cc3c2=O)c(Cl)cc1Cl
#17 CC(C)(CO)NC12CC3CC(CC(C3)C1)C2
#18 c1ccc(CNc2c3c(nc4ncnn24)CCCC3)nc1
#19 Nn1c(COc2ccccc2)nnc1SC(F)F
#20 Cc1cc(C)c2c(CC(=O)Nc3ccc(Cl)cn3)coc2c1

assay / compound,11,12,13,14,15,16,17,18,19,20
NCF1 inh,x,-9,8,-14,-10,37*,-27,-10,1,-13
NPY2 pot ag,-24,4,0,3,10,-4,-3,4,13,-11
CHOP inhibitor,-11,-17,-7,24,3,6,5,35,1,97*
Ba/F3 V617F tox,0,15,2,3,2,-1,0,-6,-1,-2
NPY-Y1 PAM-ag,-17,5,2,-4,25,-3,-1,-2,1,-24
S1P4 agonist,-1.1,0.8,5.1,0.9,1.2,0.1,1.1,1.6,-3.7,-1.0
S1P4 antagonist,9,-26,-3,-2,5,-29,7,-7,-12,-16
NPY Y1 blocker,34*,-1,7,6,-1,-3,0,-1,2,8
BaF3 parental,8,28*,6,6,8,2,2,-1,3,2

#21 CC(Sc1nnc(N)s1)c1ccccc1Cl (stereo not given)
#22 CCCCNC(=O)COC(=O)c1ccc(Cl)c(S(=O)(=O)N2CCCC2)c1
#23 O=C(COC(=O)Cc1ccsc1)Nc1ccc(S(=O)(=O)N2CCOCC2)cc1
#24 C/C(=N/NC(=O)c1cc(C)[nH]n1)c1ccco1
#25 S=c1nc(-c2ccccc2)n(Cc2cccnc2)c2c1CCCC2
#26 CCOC(=O)C1CCN(Cc2ccc(N(C)C)cc2)CC1
#27 O=C(CSc1ccc(Cl)cc1)Nn1cnnc1
#28 O=C(CNc1ccccc1)N/N=C/c1cc([N+](=O)[O-])ccc1N1CCCC1
#29 Cc1ccc(NC(=O)NCc2ccncc2)cc1Cl
#30 O/N=C1\CCCc2ccc(Cl)cc21

assay / compound,21,22,23,24,25,26,27,28,29,30
NCF1 inh,-38,-4,-7,-1,-7,1,-10,-2,-11,-15
NPY2 pot ag,-16,-6,-2,2,-1,6,-10,-1,-12,-10
CHOP inhibitor,34,-5,-4,-10,2,1,21,73*,0,-3
Ba/F3 V617F tox,6,-3,6,-2,-6,0,-6,4,0,0
NPY-Y1 PAM-ag,1,15,0,4,19,4,-17,3,-19,2
S1P4 agonist,0.2,-3.2,-2.1,0.3,0.2,0.1,0.6,0.5,1.6,0.4
S1P4 antagonist,10,-6,-13,-3,17,-38,-9,-10,-11,-4
NPY Y1 blocker,0,1,3,x,x,4,-3,1,5,9
BaF3 parental,3,7,8,-1,0,4,1,0,8,8

#31 CCCCn1c(=S)[nH]c2ccc(N3CCOCC3)cc2c1=O
#32 Cn1nc([N+](=O)[O-])c(C(C#N)c2ccccn2)c(Cl)c1=O (stereo not given)
#33 Cc1ccc2nc(N/N=C/c3ccccc3C#N)nc(-c3ccccc3)c2c1
#34 O=C(Cn1nnc(-c2cc(Cl)ccc2-n2cnnn2)n1)N1CCCc2ccccc21
#35 O=C(Nc1ccc2c(c1)OCCO2)NC1(C(F)(F)F)Oc2ccccc2O1
#36 CCn1cc(C(=O)NCCCOC)c(=O)c2cc(S(=O)(=O)N(C)C)ccc21
#37 COc1ccc(C(CNC(=O)c2ccc(-n3cnnn3)cc2)N2CCOCC2)cc1 (stereo not given)
#38 Cc1cc2ccccc2c(=O)n1CC(=O)Nc1ccc2c(c1)OCCO2
#39 Cn1ncc(-c2ccno2)c1C(=O)O
#40 O=C(CN1CCN(C(=O)c2cccc(F)c2)CC1)NC1CCCCC1

assay / compound,31,32,33,34,35,36,37,38,39,40
NCF1 inh,-3,-3,-10,-8,-11,-1,-16,-6,1,-2
NPY2 pot ag,10,-21,2,-13,4,3,-18,-7,-8,-7
CHOP inhibitor,22,103*,46,29,43,-4,8,5,-5,-13
Ba/F3 V617F tox,-1,4,0,3,9,0,-1,-2,-1,-1
NPY-Y1 PAM-ag,3,6,26,-6,10,-1,16,-13,-12,-15
S1P4 agonist,0.8,1.3,2.6,1.4,-0.7,1.3,0.2,1.5,-1.7,-0.1
S1P4 antagonist,-6,-5,-8,-8,3,-17,-1,4,-1,-2
NPY Y1 blocker,-7,-4,7,3,1,-2,-1,6,-1,-4
BaF3 parental,5,11,2,10,7,6,1,6,1,0

As entered above.
Reading for entry 40 in BaF3 parental: 0
Reading for entry 31 in S1P4 agonist: 0.8
Reading for entry 37 in NPY-Y1 PAM-ag: 16
Reading for entry 36 in BaF3 parental: 6

New compounds follow.
#41 Cn1c(SCC(=O)Nc2nc3ccccc3s2)nnc1-c1ccccc1
#42 O=C(CN1C(=O)C2CC=CCC2C1=O)Nc1ccc(S(=O)(=O)Nc2ncccn2)cc1 (stereo not given)
#43 O=C1N/C(=N/O)S/C1=C\c1ccccc1-n1cccn1
#44 O=C(CSc1nnc(SCc2ccc(Cl)cc2)s1)N/N=C/c1ccccc1Cl
#45 O=C(C(=O)N1CCN(c2ccccc2)CC1)c1c[nH]c2ccccc12
#46 CCOC(=O)C1=C(O)/C(=C/c2cc(C)n(-c3ccccc3)c2C)N=C1C
#47 CCOC(=O)c1c(-c2ccc(C)o2)csc1NC(=O)COC(=O)c1cccs1
#48 O=C(O)CCCn1cc(NC(=O)c2ccc(Br)o2)cn1
#49 COCCn1nnnc1CN1CCN2CCCC2C1 (stereo not given)
#50 Cc1cc(C)c2c(NC(N)=S)n[nH]c2n1

assay / compound,41,42,43,44,45,46,47,48,49,50
NCF1 inh,1,-9,4,-11,-13,-74,-16,-2,19,-17
NPY2 pot ag,9,-9,3,-3,6,0,-4,-8,12,6
CHOP inhibitor,20,-13,3,53,10,0,9,1,-5,-15
Ba/F3 V617F tox,1,-2,-2,-1,-4,-3,-3,6,0,0
NPY-Y1 PAM-ag,15,27,5,0,-7,7,-26,20,0,1
S1P4 agonist,2.6,0.5,0.9,0.1,0.9,0.6,-0.2,0.8,3.8,-0.1
S1P4 antagonist,0,-9,-4,-10,-4,2,-12,-7,-11,-8
NPY Y1 blocker,-3,x,1,2,-9,x,4,2,5,5
BaF3 parental,8,-11,0,7,4,-2,1,6,1,6

#51 Cc1ccc(S(=O)(=O)NCC(=O)NCC(=O)OC(C(=O)NC(N)=O)C(C)C)cc1C (stereo not given)
#52 COCCn1c(SCC(=O)Nc2ccc(S(N)(=O)=O)cc2)nc2ccccc21
#53 Cc1ccc(C(=O)OCc2cn3ccccc3n2)cc1
#54 Cc1ccc(C(C(=O)NCc2ccco2)N(C(=O)CNC(=O)c2cccs2)c2ccc(C)cc2)cc1 (stereo not given)
#55 Cc1ccc(OCC(=O)N/N=C2/SCC(=O)N2Cc2ccco2)cc1
#56 O=C(NCCSc1ccccc1)c1cncc(Br)c1
#57 CCO[C@H]1OC(C(=O)N2CCN(Cc3ccccc3)CC2)=C[C@@H](C)[C@@H]1CCCO
#58 CCOCCCN1CC(C(=O)NCCc2ccccc2)CC1=O (stereo not given)
#59 O=c1[nH]c(NCCO)nc2c1C1(CCCC1)Cc1ccccc1-2
#60 O=[N+]([O-])c1cc(S(=O)(=O)N2CCCC2)ccc1NCCCN1CCOCC1
#61 COc1cc(C(=O)Nc2nc(C)c(Cc3ccc4c(c3)OCO4)s2)cc(OC)c1OC
#62 CCOC(=O)CCN(Cc1cccs1)S(=O)(=O)c1ccc(Cl)cc1
#63 COc1ccc(NC(=O)C2CC(=O)n3ncnc3N2)cc1 (stereo not given)

assay / compound,51,52,53,54,55,56,57,58,59,60,61,62,63
NCF1 inh,-8,-2,-19,-3,-4,6,x,-15,-13,-8,-8,-2,-1
NPY2 pot ag,-3,-17,7,11,-21,1,1,-4,-19,-2,-13,-6,-2
CHOP inhibitor,-2,48,-16,24,30,-16,-3,9,31,9,30,-28,-7
Ba/F3 V617F tox,1,-2,-2,-2,-2,1,0,-4,0,0,82*,3,0
NPY-Y1 PAM-ag,11,-1,11,19,-18,-15,23,20,-19,20,-4,6,8
S1P4 agonist,-0.6,2.4,-0.3,-2.5,-0.1,-0.5,-0.4,0.7,-0.5,-1.4,0.0,-0.3,0.9
S1P4 antagonist,-20,-17,-19,-8,1,-4,-13,-6,-4,-3,13,7,-14
NPY Y1 blocker,x,3,-2,0,3,5,0,-4,12,-4,10,9,-1
BaF3 parental,-5,1,-2,-1,0,3,-1,-2,1,5,74*,6,4

Fetched one by one from above:
#51 Cc1ccc(S(=O)(=O)NCC(=O)NCC(=O)OC(C(=O)NC(N)=O)C(C)C)cc1C (stereo not given)
#62 CCOC(=O)CCN(Cc1cccs1)S(=O)(=O)c1ccc(Cl)cc1
#57 CCO[C@H]1OC(C(=O)N2CCN(Cc3ccccc3)CC2)=C[C@@H](C)[C@@H]1CCCO
#52 COCCn1c(SCC(=O)Nc2ccc(S(N)(=O)=O)cc2)nc2ccccc21
#53 Cc1ccc(C(=O)OCc2cn3ccccc3n2)cc1
#58 CCOCCCN1CC(C(=O)NCCc2ccccc2)CC1=O (stereo not given)

assay / compound,51,62,57,52,53,58
NCF1 inh,-8,-2,x,-2,-19,-15
NPY2 pot ag,-3,-6,1,-17,7,-4
CHOP inhibitor,-2,-28,-3,48,-16,9
Ba/F3 V617F tox,1,3,0,-2,-2,-4
NPY-Y1 PAM-ag,11,6,23,-1,11,20
S1P4 agonist,-0.6,-0.3,-0.4,2.4,-0.3,0.7
S1P4 antagonist,-20,7,-13,-17,-19,-6
NPY Y1 blocker,x,9,0,3,-2,-4
BaF3 parental,-5,6,-1,1,-2,-2
